bIAP act: intestinal alkaline phosphatase (bovine) activation; 200,000 compounds, 0.17% hits; AID 1016; activation factor at 20 µM; purified bovine IAP, CDP-star luminescence, 30 min; active compounds read high; fold of DMSO-control signal, blank-subtracted;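 active = activation factor of 2 or more at 20 µM, a signal rise over negative controls twice the positive control's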
STAT1 inh: inhibitors of IFN-gamma induced STAT1 signaling. NIH 3T3 STAT1-luciferase reporter, luminescence. inhibition, % at 5.5 µM. 200,000 compounds, 0.35% hits. AID 920;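 active = inhibition above a set limit, the mean inhibition across all tested compounds plus 3 SD, cut at about 34% in these data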;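 also: 0% = IFN-gamma with DMSO and 100% = IFN-gamma with 300 µM nifuroxazide; values of inactives mirror those of a sister screen read the other way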
TR-FRET SRC-2 ct: counter-screen for PPARgamma SRC-2 recruitment agonists: TR-FRET artefact. active compounds read high. TR-FRET ratio at 8 µM. 200,000 compounds, 0.4% hits. AID 1049; in the data active = TR-FRET ratio above about 2000; also: inactives centre near 1500
PPARg SRC1 recr: agonists of human PPARgamma SRC-1 coactivator recruitment; 200,000 compounds, 0.41% hits; PPARgamma-SRC-1 coactivator recruitment biochemical assay; activation, % at 8 µM; P37231; AID 631; in the data active = activation above about 19%;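 also: 0% = DMSO and 100% = reference agonist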
STAT3 inh: STAT3 signaling inhibition | U3A cells, IL-6 STAT3-luciferase reporter, luminescence; host cell line lacks STAT1 | inhibition, % at 5.5 µM | 190,000 compounds, 0.89% hits;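 active = inhibition above the mean inhibition across all screened compounds plus 3 SD, cut at about 44% in these data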;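 also: 0% = DMSO only wells and 100% = 100 µM nifuroxazide control wells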
PPARg SRC2 recr: PPARgamma-driven SRC-2 recruitment agonism. PPARgamma LBD-SRC-2 recruitment, biochemical. activation, % at 8 µM. 200,000 compounds, 0.34% hits. AID 1032; in the data active = activation above about 22%;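 also: 0% = vehicle and 100% = reference agonist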
TNAP act hiacc: increases human TNAP activity under high phosphate acceptor concentration | purified TNAP, CDP-star luminescence, 1 M DEA, 30 min; active compounds read high; 0 = EDTA background, 1 = DMSO-only activity | 200,000 tested, under 10 active | activation factor at 20 µM | P05186;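 active = activation factor at least 2 at 20 µM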
Target sequence (P05186 whole entry, looked up): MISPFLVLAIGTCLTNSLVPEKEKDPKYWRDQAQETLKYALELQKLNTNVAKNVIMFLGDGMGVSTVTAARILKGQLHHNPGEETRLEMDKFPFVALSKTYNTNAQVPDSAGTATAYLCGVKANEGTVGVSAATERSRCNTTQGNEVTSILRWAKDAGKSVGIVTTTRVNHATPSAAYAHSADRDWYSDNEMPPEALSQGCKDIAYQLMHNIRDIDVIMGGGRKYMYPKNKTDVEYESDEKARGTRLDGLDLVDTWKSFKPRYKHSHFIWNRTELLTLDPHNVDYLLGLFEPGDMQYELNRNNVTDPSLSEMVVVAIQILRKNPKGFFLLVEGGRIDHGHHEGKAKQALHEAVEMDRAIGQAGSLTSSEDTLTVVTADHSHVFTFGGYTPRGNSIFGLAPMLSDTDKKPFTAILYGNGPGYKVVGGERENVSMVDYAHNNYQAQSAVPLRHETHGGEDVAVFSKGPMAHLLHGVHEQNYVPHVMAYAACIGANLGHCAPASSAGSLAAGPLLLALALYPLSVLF
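system = human TNAP | amount = enzyme diluted 1/800 final | reagent = 100 µM CDP-star substrate | signal = luminescent substrate turnover signal | dosing = one dose, 20 µM | benchmarks = EDTA negative control, DMSO positive control | measure = activation factor | timing = 30 min reaction, room temperature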
bIAP inhibitor: intestinal alkaline phosphatase (bovine) inhibition; purified bovine IAP, CDP-star luminescence, 30 min; inhibition, % at 20 µM; 190,000 tested, under 10 active; AID 1019;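 active = over 50% inhibition of intestinal alkaline phosphatase at 20 µM in the single-dose screen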
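Assay system: bovine IAP enzyme; medium: DEA buffer 100 mM, pH 9.8, with MgCl2 1.0 mM, ZnCl2 0.02 mM; doses: 20 µM single dose; incubation: enzyme reaction for 30 min at room temperature; detection: CDP-star luminescence signal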
STAT3 activator: increases IL-6 driven STAT3 reporter signal. U3A cells, IL-6 STAT3-luciferase reporter, luminescence; 100% = signal with IL-6 EC80 alone. activation (% of control), % at 5.6 µM. 190,000 compounds, 0.91% hits. AID 871;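 active = activation above the screen-wide mean of compound activation plus 3 SD, cut at about 130% in these data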;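 also: 0% = background luminescence of wells with medium and substrate only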
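Detection: reporter luminescence signal / Assay system: STAT1-lacking human U3A cells, STAT3 luciferase reporter / Incubation: compound pre-incubation 1 h before IL-6, then 6 h stimulation at 37 °C / Control set: IL-6-only high control / Read-out: % activation relative to IL-6 control / Probe or stimulus: Interleukin-6, 33 ng/mL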
PPARg SRC3 recr: promotes SRC-3 coactivator recruitment by human PPARgamma; P37231; biochemical PPARgamma/SRC-3 coactivator recruitment assay; activation, % at 8 µM; 200,000 compounds, 0.26% hits; in the data active = activation above about 23%;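 also: 0% = DMSO and 100% = reference agonist; some compounds past the cut are filed as inactive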
ROMK mod: human ROMK K+ channel modulation, primary screen. P48048. Tet-inducible ROMK, thallium flux fluorescence; actives lie on both sides. B-score at 10 µM. 130,000 compounds, 2% hits. AID 1918;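 active = signal ratio slope over the read window, or its plate-corrected B-score, at least 3 SD from the plate mean, either direction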;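 also: B-score of the F/F0 ratio slope over 7 to 12 s after thallium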
Target sequence (P48048 whole entry, looked up): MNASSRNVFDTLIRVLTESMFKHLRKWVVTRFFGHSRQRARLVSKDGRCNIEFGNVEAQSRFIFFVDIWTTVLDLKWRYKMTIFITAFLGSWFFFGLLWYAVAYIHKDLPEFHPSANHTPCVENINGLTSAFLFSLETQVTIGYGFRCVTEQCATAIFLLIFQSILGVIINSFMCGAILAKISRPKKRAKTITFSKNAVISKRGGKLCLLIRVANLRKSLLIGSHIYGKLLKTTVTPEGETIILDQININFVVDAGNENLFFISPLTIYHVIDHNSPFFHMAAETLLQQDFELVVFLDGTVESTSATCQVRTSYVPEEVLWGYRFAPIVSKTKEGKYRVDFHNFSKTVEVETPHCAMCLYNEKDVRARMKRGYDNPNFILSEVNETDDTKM
Numbers without * were called inactive; . = not tested or not shown.

SMILES	bIAP act	STAT1 inh	TR-FRET SRC-2 ct	PPARg SRC1 recr	STAT3 inh	PPARg SRC2 recr	TNAP act hiacc	bIAP inhibitor	STAT3 activator	PPARg SRC3 recr	ROMK mod
S=C(NC1CCCCC1)N1CCN(Cc2ccccc2Cl)CC1	0.9	-1	1588	6	7	4	1.1	12	98	4	-1.6
CCOC(=O)C1CCN(C(=O)COc2ccc(N(C)S(=O)(=O)c3ccc(OCC)cc3)cc2)CC1	1	2	1513	11	0	-13	1	-1	104	-4	0.11
Cc1ccc(N2CC(C(=O)Nc3cc(C)on3)CC2=O)cc1 (centres undefined)	0.9	6	1500	-13	-1	-3	1	6	111	-12	.
O=C1c2ccccc2C(Nc2ccc(Cl)cc2)N1CCN1CCOCC1 (centres undefined)	1.1	-2	1452	1	10	7	1.1	-15	99	-3	.
O=C1C2C(c3ccccc3)C=CC(c3ccccc3)C2C(=O)N1c1ccncc1 (centres undefined)	1	-6	1713	-5	9	1	1	2	97	14	.
COc1cccc(CN(C(=O)Cn2nnc(-c3ccccc3F)n2)C(C(=O)NC(C)(C)C)c2ccncc2)c1 (centres undefined)	1	-1	1634	-3	-3	11	1	0	108	9	-1.4
Cc1nc2ncnn2c(N2CCN(c3cccc(C(F)(F)F)c3)CC2)c1C	1.2	12	1679	2	33	-1	1.1	-18	76	-4	0.59
O=C(Nc1nc(-c2ccc3c(c2)OCCO3)cs1)c1ccc(S(=O)(=O)N2CCCCC2)cc1	0.9	8	1917	6	45*	17	1	7	67	9	.
CC(=O)N(C)Cc1ccc(C(=O)CCl)cc1	1.1	9	1542	-1	-3	-13	1	-15	111	0	-0.0052
Cc1ccc(S(=O)(=O)Nc2cccc3ncccc23)s1	1.4	-95	1495	2	-15	5	1.1	-37	115	2	-0.052
O=C(CSc1nc2ncccc2[nH]1)c1ccc(F)cc1	1.2	-12	1891	5	22	13	1	-18	86	5	.
Cc1cccc(OC(=O)c2cncc(Br)c2)c1	1	-4	1771	2	3	8	1	-2	99	4	.

An excerpt from above with just PPARg SRC1 recr, bIAP inhibitor and STAT3 inh:
| Compound | PPARg SRC1 recr | bIAP inhibitor | STAT3 inh |
| --- | --- | --- | --- |
| O=C1C2C(c3ccccc3)C=CC(c3ccccc3)C2C(=O)N1c1ccncc1 (centres undefined) | -5 | 2 | 9 |
| COc1cccc(CN(C(=O)Cn2nnc(-c3ccccc3F)n2)C(C(=O)NC(C)(C)C)c2ccncc2)c1 (centres undefined) | -3 | 0 | -3 |
| Cc1nc2ncnn2c(N2CCN(c3cccc(C(F)(F)F)c3)CC2)c1C | 2 | -18 | 33 |

Next records
SMILES	bIAP act	STAT1 inh	TR-FRET SRC-2 ct	PPARg SRC1 recr	STAT3 inh	PPARg SRC2 recr	TNAP act hiacc	bIAP inhibitor	STAT3 activator	PPARg SRC3 recr	ROMK mod
CCOC(=O)Nc1nnc(/C=C/c2ccc(OC)cc2)s1	0.9	1	1651	7	5	6	1	11	92	-2	.
O=C(CSc1nc2c(c(=O)n1-c1ccc(F)cc1)SCC2)NCc1ccco1	0.9	9	1467	6	8	9	1	8	96	7	-0.078
N#Cc1c(N)nc2c(c1N)CC(=O)N2c1ccc(Cl)cc1	1	2	1596	2	16	-1	1	0	86	-6	-0.28
Cc1ccc(/C=N/NC(=O)c2ccc3nc[nH]c3c2)s1	1.3	-3	1507	2	17	-5	1	-28	94	-3	0.44
CC(C)c1cc[n+](-c2nc([O-])sc2C=O)cc1	0.9	6	1573	2	8	16	1	6	97	16	.
O=C(COc1ccc(Cl)cc1Cl)OCC(=O)N1CCCc2ccccc21	1	1	1887	7	3	4	1	4	93	-2	.
Cc1nc2c(F)c(F)c(C(F)(F)F)c(F)c2[nH]1	1	4	1619	-1	18	2	1	-4	90	-1	-0.72
CNC(=S)Nc1ccc(C(N)=O)cc1	1	4	1510	7	4	9	1.1	2	102	0	0.8
CCOC(=O)c1c(/N=C/c2cc(C)ccc2O)sc2c1CCC2	1.5	1	1803	10	3	9	1	-51	100	4	.
Cc1cc(Nc2cccc(F)c2)n2c(n1)nc1ccccc12	1.1	0	1593	10	18	-3	1	-8	92	8	.
NNC(=O)c1ccc(CSc2nc3ccccc3[nH]2)cc1	1	-8	1214	-6	-12	6	1.1	5	110	1	0.16
CCCc1nc2ccccc2n1CC(O)COc1ccc(NC(C)=O)cc1 (centres undefined)	1	1	1416	-1	-2	1	1	-4	108	-1	0.28
C/C(=N\NC(=O)c1c(Br)c(C)nn1C)c1ccc(NC(=O)C(C)Oc2ccc(Cl)cc2C)cc1 (centres undefined)	1	1	1717	-4	12	2	1	1	94	5	.
O=C(COc1ncnc2cc([N+](=O)[O-])ccc12)NC(=O)NC1CCCCC1	1	15	1735	8	14	4	1	-3	92	5	0.18
Cc1cc(N)n(-c2nc(-c3cccnc3)nc3ccccc23)n1	1	-5	1487	6	8	-2	1	-1	102	5	.
CCCc1ncc(C(O)c2ccccc2OC)n1C (centres undefined)	0.9	2	1592	2	6	0	1	8	102	4	0.021
COc1ccc(-c2cc(=O)oc3cc(OCc4nn[nH]n4)ccc23)cc1	0.9	5	1472	-2	4	1	1	6	100	-7	1
O=C(N/N=C/c1cn(-c2cccs2)nc1-c1ccccc1)c1ccc(O)cc1	0.9	-13	1437	8	2	10	1	8	100	-2	-3.5*
COCc1c(C(=O)Nc2nc(C)cs2)oc2ccccc12	1.1	-32	1496	10	-16	-2	1	-6	121	4	0.2
COc1ccc(N2C(=O)C3C4C=CC(C4)C3C2=O)c([N+](=O)[O-])c1 (centres undefined)	1	-10	1542	-2	-1	0	1	3	102	-3	0.33
CN(C(=O)CSc1nncc2ccccc12)C1CCCCC1	1.1	-35	1649	6	0	10	1	-15	102	4	.
CCN(CC)S(=O)(=O)c1csc(C(=O)Nc2ccccn2)c1	0.9	-5	1484	-4	2	-1	1	6	102	-2	.
CC(C(=O)O)N1C(=O)c2ccccc2C1=O (centres undefined)	1	-5	1320	3	-15	-4	1.1	2	110	-10	2.9*
COc1ccc(-n2c(=O)c3c4c(sc3n3c(=S)[nH]nc23)CCCC4)cc1	0.9	-2	1540	0	-6	-9	1	11	107	-5	.
CC1CCC2C(=O)N(c3ccccc3OC(=O)c3ccccc3F)C(=O)C2C1 (centres undefined)	1.1	7	1730	6	22	8	1	-13	85	6	0.18
CCc1nccn1S(=O)(=O)c1ccc2ccccc2c1	0.9	-4	1662	9	9	6	1.1	9	98	-2	.
N#Cc1cn(Cc2ccncc2)c(=O)[nH]c1=O	0.9	-14	1411	0	7	-6	1.1	9	98	-3	0.31
CCCCSc1nnc2[nH]c(=O)cc(N)n12	0.9	3	1690	0	-1	3	1	5	101	9	0.71
CC(C)OC(=O)C(C#N)c1nc2ccccc2nc1N1CCN(Cc2ccccc2)CC1 (centres undefined)	0.9	-7	1352	4	4	-1	0.9	9	104	-9	-0.76
O=C(CCn1cccc1)Nc1cc(F)ccc1F	0.9	-1	1570	-1	7	8	1	5	94	-3	0.059
Cc1cc(Cl)ccc1N1C(=O)CC(SCCC(=O)O)C1=O (centres undefined)	1	-3	1477	3	-1	8	1	4	102	-2	.
CCOC(=O)c1ccccc1NC(=O)N[C@@H](C)C(=O)OC	1.1	0	1579	2	-1	0	1	-14	101	1	2.3*
Cc1ccc(S(=O)(=O)N(CC(=O)Nc2ccccc2C(=O)O)c2cccc(Cl)c2C)cc1	0.8	1	1532	1	-6	-2	1	16	104	0	0.68
CCSc1nnc(NC(=O)CCCOc2ccc(C)cc2)s1	0.9	-3	1607	3	2	-2	1	13	106	-1	0.089
CCN(CC)C(=N)N1c2ccccc2CCC1C (centres undefined)	1.1	0	1446	-3	-4	-5	1	-6	105	4	-0.51
O=C(OC1CCOC1=O)c1cc(-c2ccc(Cl)cc2)nc2ccccc12 (centres undefined)	1	-8	1572	2	18	-5	1	4	87	-11	.
Cc1ccc(Nc2nc(N/N=C/c3c[nH]c4ccccc34)nc(N3CCOCC3)n2)cc1	1	1	1492	3	8	8	1.1	-1	95	4	.
O=C(Cc1nnc(NC(=O)Nc2ccc(Cl)cc2)s1)NCc1ccccc1	1	0	1707	4	8	20	1.1	2	92	7	-0.062
COC(=O)c1ccc(/C=C2/SC(=S)N(CCCC(=O)Nc3ccccn3)C2=O)cc1	1	2	1469	2	-2	-7	1	-5	106	2	0.39
CCN1C(=O)/C(=C2/Sc3ccc(OC)cc3N2C)SC1=Nc1ccc(C(C)=O)cc1	.	-10	1310	-4	15	-2	.	.	92	9	.
Cc1cccc(C)c1-n1c(C)nn(-c2ncc(C(F)(F)F)cc2Cl)c1=O	1	-6	1367	4	4	-8	1.1	-5	101	-5	-0.82
CSc1nc(C)cc(OCC#N)n1	1	4	1422	-4	2	4	1	2	98	-4	.
Cc1onc(-c2ccccc2)c1C(=O)NC(CC(=O)O)c1ccc(OC(C)C)cc1 (centres undefined)	1	-3	1450	1	7	10	1	-1	97	-2	-0.29
COc1ccc(N2CC(C(=O)Nc3ncccc3C)CC2=O)cc1 (centres undefined)	0.9	0	1542	2	-3	14	1	6	106	7	1.2
COC(=O)CSc1nnc(C)n1-c1cccc(C#N)c1	0.9	-1	1682	8	4	3	1	7	101	-1	.
O=c1nc(N2CCOCC2)ccn1-c1nc(-c2ccccc2)oc1-c1ccccc1	1	7	1745	1	17	8	1	-1	87	11	.
O=C(Nc1ccc(O)cc1)c1cc2ccccc2c(=O)s1	1	-26	1492	7	16	-4	1	1	89	-1	.
C=CCn1cc(C(=O)N2CCc3ccccc3C2)c(=O)c2cc(S(=O)(=O)N(CC)CC)ccc21	1	-3	1652	6	1	1	1	-1	102	3	-0.95
O=C(Nc1ccc2c(c1)C(=O)NC2=O)c1ccc(S(=O)(=O)N2CCCC2)cc1	1	-1	1548	0	18	1	1	-5	92	5	-0.7
S=C(NN=C1CCCCCC1)Nc1ccc(Cl)cc1	1	-1	1557	6	2	-5	1	0	99	4	.
COc1ccc(NC(=O)NCc2ccc3c(c2)OCO3)cc1	1.1	-4	1486	-1	3	5	1	-9	101	-1	-0.031
O=C(NCCCn1ccnc1)Nc1cccc2ccccc12	0.9	0	1377	-1	-1	-7	1.1	9	102	-23	0.43
Cc1ncoc1C(=O)N1CCc2c([nH]c3ccccc23)C1C1CCCCC1 (centres undefined)	1.2	-13	1625	-5	-29	0	1.1	-20	140*	-1	-0.55
FC(F)(F)c1cc(-c2ccccc2)nc(NCc2cccnc2)n1	1	-3	1493	-3	-1	-4	1.1	1	103	4	.
C/C(=N\NC(=O)CC(C)C)c1ccc(N2CCCCC2)cc1	0.9	-9	1584	2	2	12	1	11	98	2	-0.064

Screens: PubChem, several laboratories
